Source: PubChem BioAssay (National Center for Advancing Translational Sciences (NCATS))
DT40 TDP1 CPT = DT40-hTDP1 cell growth loss with CPT; Potency, µM (top dose mostly 46.2 µM), without a hit: at the highest dose activity change, negative = growth inhibition, hits mostly inhibitors; chicken DT40 Tdp1-/-;hTDP1 cells + 20 nM CPT, ATP luminescence, 48 h; AID 686979; actives 12% (n = 420,000); note: nearly all actives have a fitted effect of over 55% in size
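Chicken DT40 Tdp1-/- cells stably complemented with human TDP1 were seeded at 400 cells/well in medium containing 20 nM camptothecin, exposed to pin-transferred compounds, and grown at 37 °C for at least 48 hr. Viability was read as ATP luminescence.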
TDP1 cell noCPT = qHTS for Inhibitors of human tyrosyl-DNA phosphodiesterase 1 (TDP1): qHTS in cells in absence of CPT | AID 686978, 2013 | DT40 Tdp1-/- hTDP1 cells, no CPT, ATP luminescence, 48 h | Potency, µM (highest dose often 46.2 µM), for inactives: at the highest dose activity change, negative = growth inhibition, most hits filed as inhibitors | actives 15% (n = 420,000); note: nearly all actives have a fitted effect of over 55% in size
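Cells were dispensed at 400 per well, compounds added by pin tool, plates incubated ≥48 hr at 37 °C, then CellTiter-Glo added for 30 min at room temperature before luminescence reading. Line: DT40 Tdp1-/- complemented with hTDP1; camptothecin omitted.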
KAT2A inh = inhibitors of human GCN5L2 histone acetyltransferase; GCN5L2 HAT assay, ThioGlo1 CoA-SH fluorescence; AID 504327; Potency, µM (series often up to 58.9 µM), for inactives: at the top dose activity change, negative = inhibition, usual class: inhibitors; actives 0.21% (n = 390,000)
Target sequence (Q92830 whole entry, looked up): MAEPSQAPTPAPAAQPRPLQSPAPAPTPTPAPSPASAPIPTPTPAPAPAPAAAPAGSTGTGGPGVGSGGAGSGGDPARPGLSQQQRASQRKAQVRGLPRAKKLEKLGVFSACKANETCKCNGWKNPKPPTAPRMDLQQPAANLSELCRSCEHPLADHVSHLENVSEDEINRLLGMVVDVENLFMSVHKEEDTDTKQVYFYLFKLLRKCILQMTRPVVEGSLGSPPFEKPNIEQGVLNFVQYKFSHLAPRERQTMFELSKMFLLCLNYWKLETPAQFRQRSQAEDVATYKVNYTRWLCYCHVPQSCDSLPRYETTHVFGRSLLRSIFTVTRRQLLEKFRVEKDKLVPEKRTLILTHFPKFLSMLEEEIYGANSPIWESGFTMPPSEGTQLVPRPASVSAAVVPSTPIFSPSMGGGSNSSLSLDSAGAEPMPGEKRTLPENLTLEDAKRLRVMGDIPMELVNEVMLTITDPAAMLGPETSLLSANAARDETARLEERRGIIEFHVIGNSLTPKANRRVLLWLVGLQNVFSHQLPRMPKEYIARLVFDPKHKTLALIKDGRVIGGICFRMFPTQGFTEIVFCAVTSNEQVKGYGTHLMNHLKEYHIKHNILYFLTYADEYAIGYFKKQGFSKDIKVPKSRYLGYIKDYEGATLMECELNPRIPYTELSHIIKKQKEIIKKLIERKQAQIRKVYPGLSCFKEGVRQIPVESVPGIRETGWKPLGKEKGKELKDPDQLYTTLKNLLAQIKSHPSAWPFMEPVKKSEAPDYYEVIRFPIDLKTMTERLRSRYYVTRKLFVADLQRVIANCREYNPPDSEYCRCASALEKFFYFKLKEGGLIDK
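Enzyme at 20nM final was mixed with library compounds for 15 min at room temperature. Peptide H3(1-25) at 75uM, acetyl-CoA at 70uM and ThioGlo1 at 50uM were then added. Plates were read immediately and after 20 min (Ex340nm/Em540nm).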
* = called active by the depositor. Calls come from the whole dose curve; as a rule, active = well fitted curve in the direction sought with a large enough effect; inconclusive = small, poorly fitted or top-dose-only effect, or another doubt; inactive = no such curve, though single readings can be large; an effect the other way counts as inactive or inconclusive. % is set by controls: 0 for no effect and ±100 for the full control effect; potency is the fitted concentration of half-maximal effect. The list is partial; rates above refer to the full screens.

Start of the data: the first 10 compounds, ahead of the listing:
C/C(=N\N1CCN(Cc2ccccc2Cl)CC1)c1ccc(F)cc1 was read as DT40 TDP1 CPT 2%, TDP1 cell noCPT -25% and KAT2A inh 3%.
Screening C=CCNC(=S)NCCO returned DT40 TDP1 CPT -5%, TDP1 cell noCPT 0% and KAT2A inh 3%.
CC(=O)c1ccc(NS(=O)(=O)c2ccc(C(C)(C)C)cc2)cc1 was read as DT40 TDP1 CPT inconclusive, TDP1 cell noCPT inconclusive and KAT2A inh -4%.
`O=C(NCc1ccccc1)c1cc(C2COCCN2C(=O)c2ccccc2)on1` (centres undefined) gave DT40 TDP1 CPT 0% and TDP1 cell noCPT 3%.
For CC(=O)N1CCc2c(sc3nc(SCC(C)C)n(-c4ccc(C)c(Cl)c4)c(=O)c23)C1 the results were DT40 TDP1 CPT 23µM*, TDP1 cell noCPT inconclusive and KAT2A inh -12%.
COc1ccc(CCNC(=O)CN(c2ccc(C)cc2)S(=O)(=O)c2ccc(OC)cc2)cc1 was read as DT40 TDP1 CPT inconclusive, TDP1 cell noCPT 23µM* and KAT2A inh -6%.
O=C(Nc1ccccc1)c1c2c(nc3ccccc13)CCCC2 was read as DT40 TDP1 CPT -1%, TDP1 cell noCPT 6% and KAT2A inh -1%.
`COc1ccc2c([N+](=O)[O-])c(Cl)[nH]c2c1` gave DT40 TDP1 CPT -18%, TDP1 cell noCPT -8% and KAT2A inh -17%.
For CCOC(=O)[C@H]1[C@H]2COc3ccc(Cl)cc3[C@@H]2N2C(=O)CN(C)C(=O)[C@@]12C the results were DT40 TDP1 CPT -5%, TDP1 cell noCPT -8% and KAT2A inh -2%.
COc1ccc(-n2c(=O)c3ccccc3c3ccccc3c2=O)cc1 was read as DT40 TDP1 CPT 4%, TDP1 cell noCPT 0% and KAT2A inh 27%.

The list itself, previewed entries included:
C/C(=N\N1CCN(Cc2ccccc2Cl)CC1)c1ccc(F)cc1 was read as DT40 TDP1 CPT 2%, TDP1 cell noCPT -25% and KAT2A inh 3%.
Screening C=CCNC(=S)NCCO returned DT40 TDP1 CPT -5%, TDP1 cell noCPT 0% and KAT2A inh 3%.
CC(=O)c1ccc(NS(=O)(=O)c2ccc(C(C)(C)C)cc2)cc1 was read as DT40 TDP1 CPT inconclusive, TDP1 cell noCPT inconclusive and KAT2A inh -4%.
`O=C(NCc1ccccc1)c1cc(C2COCCN2C(=O)c2ccccc2)on1` (centres undefined) gave DT40 TDP1 CPT 0% and TDP1 cell noCPT 3%.
For CC(=O)N1CCc2c(sc3nc(SCC(C)C)n(-c4ccc(C)c(Cl)c4)c(=O)c23)C1 the results were DT40 TDP1 CPT 23µM*, TDP1 cell noCPT inconclusive and KAT2A inh -12%.
COc1ccc(CCNC(=O)CN(c2ccc(C)cc2)S(=O)(=O)c2ccc(OC)cc2)cc1 was read as DT40 TDP1 CPT inconclusive, TDP1 cell noCPT 23µM* and KAT2A inh -6%.
O=C(Nc1ccccc1)c1c2c(nc3ccccc13)CCCC2 was read as DT40 TDP1 CPT -1%, TDP1 cell noCPT 6% and KAT2A inh -1%.
`COc1ccc2c([N+](=O)[O-])c(Cl)[nH]c2c1` gave DT40 TDP1 CPT -18%, TDP1 cell noCPT -8% and KAT2A inh -17%.
For CCOC(=O)[C@H]1[C@H]2COc3ccc(Cl)cc3[C@@H]2N2C(=O)CN(C)C(=O)[C@@]12C the results were DT40 TDP1 CPT -5%, TDP1 cell noCPT -8% and KAT2A inh -2%.
COc1ccc(-n2c(=O)c3ccccc3c3ccccc3c2=O)cc1 was read as DT40 TDP1 CPT 4%, TDP1 cell noCPT 0% and KAT2A inh 27%.
Screening CSc1nnc(-c2ccccc2)c(-c2ccccc2)n1 returned DT40 TDP1 CPT -20%, TDP1 cell noCPT -10% and KAT2A inh 12%.
`Cc1cccc(NC(=O)Cn2c(=O)nc(-c3ccccc3)c3ccccc32)c1C` gave DT40 TDP1 CPT inconclusive, TDP1 cell noCPT 21µM* and KAT2A inh 16%.
Screening CCN1C(C(=O)c2ccccc2)=C(OC(=O)COc2ccc(C)cc2)c2ccccc2S1(=O)=O returned DT40 TDP1 CPT inconclusive, TDP1 cell noCPT 16µM* and KAT2A inh -17%.
Screening COc1ccc(C2c3c(oc4ccccc4c3=O)C(=O)N2c2ccccn2)cc1 (centres undefined) returned DT40 TDP1 CPT inconclusive, TDP1 cell noCPT inconclusive and KAT2A inh -15%.
`CC#CCN1C(=O)N[C@@H](c2ccccc2)C(C(=O)OC)=C1C` gave DT40 TDP1 CPT inconclusive and TDP1 cell noCPT -10%.
Screening O=C(CCCN1C(=O)c2cccc3cccc(c23)C1=O)Nc1ccon1 returned DT40 TDP1 CPT 4%, TDP1 cell noCPT -2% and KAT2A inh -5%.
For COP(=O)(CN(Cc1ccccc1)C(=S)Nc1c(C)cccc1C)OC the results were DT40 TDP1 CPT -9%, TDP1 cell noCPT 1% and KAT2A inh 0%.
`COc1ccc(CNC(=O)CN2C(=O)CSc3ccc(S(=O)(=O)N4CCCCC4)cc32)cc1` gave DT40 TDP1 CPT -5%, TDP1 cell noCPT -7% and KAT2A inh -7%.
COc1ccc([C@H]2CC(=O)C=C(c3cccc(Br)c3)C2)cc1 was read as DT40 TDP1 CPT inconclusive, TDP1 cell noCPT inconclusive and KAT2A inh -2%.
CCOC(=O)Cc1c(Cl)c2ccccc2[nH]c1=O was read as DT40 TDP1 CPT -1%, TDP1 cell noCPT 3% and KAT2A inh -9%.
For CC(OC(=O)C12CC3CC(CC(O)(C3)C1)C2)C(N)=O (centres undefined) the results were DT40 TDP1 CPT -4%, TDP1 cell noCPT -21% and KAT2A inh -8%.
COc1ccc(-c2cc(=O)[nH]c(=O)[nH]2)cc1 was read as DT40 TDP1 CPT 4%, TDP1 cell noCPT -16% and KAT2A inh -5%.
O=c1[nH]cccc1-c1nc2ccccc2n1Cc1cccc(F)c1 was read as DT40 TDP1 CPT -4%, TDP1 cell noCPT -28% and KAT2A inh -4%.
Screening COc1ccc([C@@H]2Sc3cc(OC)ccc3N(CCN(C(C)C)C(C)C)C(=O)[C@H]2OC(C)=O)cc1 returned DT40 TDP1 CPT 21µM*, TDP1 cell noCPT inconclusive and KAT2A inh 1%.
For CCOc1ccc(N(C(=O)c2snc(C(N)=O)c2N)C(C(=O)NCC2CCCO2)c2c[nH]c3ccccc23)cc1 (centres undefined) the results were DT40 TDP1 CPT -75%, TDP1 cell noCPT 3.7µM* and KAT2A inh -1%.
`CCCc1cc(C(=O)N2CCN(c3ccc(C(F)(F)F)cn3)CC2)sc1C` gave DT40 TDP1 CPT inconclusive, TDP1 cell noCPT inconclusive and KAT2A inh -9%.
`COC(=O)c1ccc(CN2CCN(Cc3ccccc3)C(CCO)C2)cc1` (centres undefined) gave DT40 TDP1 CPT 13%, TDP1 cell noCPT -16% and KAT2A inh 1%.
COC(=O)C1C(O)C(C)C(O)C(C)(O)/C=C\C=C(/C)C(=O)Nc2c(C)c(OC(C)=O)c3c(c2O)C(=O)C(C)=C2OCOC(=C23)/C(C)=C/C(C)(O)C(O)C(C)C1O (centres undefined) was read as DT40 TDP1 CPT -20%, TDP1 cell noCPT inconclusive and KAT2A inh 2%.
Screening CC(C)n1nnnc1SCC(=O)NCCc1ccccc1 returned DT40 TDP1 CPT inconclusive, TDP1 cell noCPT 2% and KAT2A inh 29%.
Screening CCN(C1CCCCC1)S(=O)(=O)c1ccc(S(=O)(=O)NCCc2ccncc2)cc1 returned DT40 TDP1 CPT inconclusive, TDP1 cell noCPT -29% and KAT2A inh -4%.
CC(C)c1cc(Cn2c3ccccc3c(=O)n2C(C)CBr)on1 (centres undefined) was read as DT40 TDP1 CPT inconclusive and TDP1 cell noCPT inconclusive.
Screening O=C(CCN1CCN(c2ccccc2)CC1)NNC(=O)c1ccccc1 returned DT40 TDP1 CPT 4% and TDP1 cell noCPT -25%.
`CC(=O)Nc1ccc(S(=O)(=O)NCc2ccccn2)cc1` gave DT40 TDP1 CPT 0%, TDP1 cell noCPT -8% and KAT2A inh -3%.
CCN(CC)c1cccc(OCC(=O)N(C)CCC#N)c1 was read as DT40 TDP1 CPT -18%, TDP1 cell noCPT inconclusive and KAT2A inh -3%.
O=C(COC(=O)Cc1ccc(Cl)cc1)NC1CCCC1 was read as DT40 TDP1 CPT 6%, TDP1 cell noCPT 5% and KAT2A inh 0%.
`CS(=O)(=O)N(CCc1ccccc1)CC(=O)N1CCCCCC1` gave DT40 TDP1 CPT -16% and TDP1 cell noCPT -22%.
For O=C(NC(=S)N(CCc1ccccc1)CCc1ccccc1)c1ccco1 the results were DT40 TDP1 CPT 18µM*, TDP1 cell noCPT 12µM* and KAT2A inh -6%.
For CC(=O)Oc1ccccc1Cn1c(C)c(C(=O)NCc2ccc(F)cc2)sc1=O the results were DT40 TDP1 CPT inconclusive and TDP1 cell noCPT inconclusive.
`Cc1ccc(NC(=O)C2CCN(C(=O)NC3CCCCC3)CC2)cc1Cl` gave DT40 TDP1 CPT inconclusive, TDP1 cell noCPT -18% and KAT2A inh -2%.
CN1CCN(S(=O)(=O)c2ccc(Nc3ccc(F)cc3)c([N+](=O)[O-])c2)CC1 was read as DT40 TDP1 CPT -16%, TDP1 cell noCPT inconclusive and KAT2A inh -5%.
For COc1ccc(/C=C(\NC(=O)c2ccco2)C(=O)NCc2ccco2)cc1 the results were DT40 TDP1 CPT -10%, TDP1 cell noCPT inconclusive and KAT2A inh -6%.
For C=CCN(c1ccccc1Cl)S(=O)(=O)c1cc(C(=O)N2CCCC2)ccc1Cl the results were DT40 TDP1 CPT inconclusive, TDP1 cell noCPT inconclusive and KAT2A inh -5%.
Screening O=C(COC(=O)c1ccc(O)cc1)Nc1cc(C(F)(F)F)ccc1Cl returned DT40 TDP1 CPT -4%, TDP1 cell noCPT 0% and KAT2A inh -5%.
`O=C(CN1C(=O)c2cccc([N+](=O)[O-])c2C1=O)N1CCN(c2ccc(F)cc2)CC1` gave DT40 TDP1 CPT 2%, TDP1 cell noCPT 6% and KAT2A inh -13%.
CC(=O)c1cccc(CN(C)CC2CCCN(CCc3ccccc3C)C2)c1 (centres undefined) was read as DT40 TDP1 CPT 16µM*, TDP1 cell noCPT inconclusive and KAT2A inh 3%.
For CCOC(=O)N/N=C/c1ccc(F)cc1 the results were DT40 TDP1 CPT -9%, TDP1 cell noCPT 1% and KAT2A inh -2%.
COc1cccc(NC(=O)CN(C)C(=O)CSc2nc3ccccc3s2)c1 was read as DT40 TDP1 CPT inconclusive, TDP1 cell noCPT inconclusive and KAT2A inh -13%.
Screening O=C(c1ccc(NC2=NC3CS(=O)(=O)CC3S2)cc1)N1CCN(C(=O)c2ccco2)CC1 (centres undefined) returned DT40 TDP1 CPT -11%, TDP1 cell noCPT 13% and KAT2A inh -1%.
`Cn1cc(CN2CCc3ccccc3C2)c2ccccc21` gave DT40 TDP1 CPT 9.2µM*, TDP1 cell noCPT inconclusive and KAT2A inh -13%.
`CCCCC(=O)N1CCN(c2ccc(OC)cc2[N+](=O)[O-])CC1` gave DT40 TDP1 CPT inconclusive, TDP1 cell noCPT inconclusive and KAT2A inh -5%.
`O=C(Nc1ccc(F)cc1F)NC1CC(=O)N(Cc2ccccc2)C1` (centres undefined) gave DT40 TDP1 CPT 0%, TDP1 cell noCPT -7% and KAT2A inh -3%.
`O=C(Cn1nc(C(F)(F)F)cc1C1CC1)Nc1ccccc1F` gave DT40 TDP1 CPT -14%, TDP1 cell noCPT -12% and KAT2A inh -1%.
For CCOC(=O)N1CCC(NC(=O)CSCc2nc(-c3ccc(OC)c(OC)c3)oc2C)CC1 the results were DT40 TDP1 CPT -6%, TDP1 cell noCPT -18% and KAT2A inh -11%.
For C=CCSC1=C(C#N)C(c2ccccc2OCC)C(C#N)C(=O)N1 (centres undefined) the results were DT40 TDP1 CPT inconclusive, TDP1 cell noCPT inconclusive and KAT2A inh -30%.
Cc1cn2c(=O)cc(COc3cccc(NC(=O)c4ccccc4C)c3)nc2s1 was read as DT40 TDP1 CPT -21%, TDP1 cell noCPT inconclusive and KAT2A inh -8%.
Screening CCOC(=O)C1CCN(C(c2ccccc2)c2c(O)cc(C)n(Cc3ccco3)c2=O)CC1 (centres undefined) returned DT40 TDP1 CPT -2%, TDP1 cell noCPT -5% and KAT2A inh -11%.
`Nc1c(C(=O)c2ccc(F)cc2)oc2ccccc12` gave DT40 TDP1 CPT -17%, TDP1 cell noCPT -20% and KAT2A inh -4%.
Screening CCOC(=O)c1cc(-c2ccccc2)sc1NC(=O)C(C)(C)C returned DT40 TDP1 CPT 14%, TDP1 cell noCPT -9% and KAT2A inh -2%.
